From PubChem BioAssay
RGS7-Gao reg: RGS7-Galphao binding modulators, primary screen, biochemical, multiplexed bead flow cytometry; AID 1439, 2008; 0.35% of 220,000 active; actives lie on both sides; binding response (% of control), % at 10 µM; Guanine nucleotide-binding protein G(o) subunit alpha (Homo sapiens), P09471; in the data active = binding response below about 49% or above about 150%; inconclusive = no clear call, values can overlap the other calls; inactive = in between;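 also: fluorescent Galphao held in activated GDP-AlF4 state binding bead-coupled RGS7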
RGS8-Gao reg: RGS8-Galphao binding modulators, primary screen, biochemical, multiplexed bead flow cytometry | 0.34% of 220,000 active | response (percent of control binding), % at 10 µM | AID 1423, 2008 | actives lie on both sides; in the data active = response below about 60% or above about 140%; inactive = in between;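 also: Galphao activated as the GDP aluminium fluoride complex binding bead-coupled RGS8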
RGS4-Gao reg: modulators of RGS4 binding to Galphao, primary screen, biochemical, multiplexed bead flow cytometry; 0.33% of 220,000 active; Guanine nucleotide-binding protein G(o) subunit alpha (Homo sapiens), P09471; actives lie on both sides; binding response (% of control), % at 10 µM; in the data active = binding response below about 49% or above about 150%; inactive = in between;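 also: fluorescent Galphao activated with aluminum fluoride binding bead-coupled RGS4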
* marks the source's active call; other numbers are inactive results; ? = inconclusive. This is a subset. The share of hits here may be higher or lower than overall.

SMILES | RGS7-Gao reg | RGS8-Gao reg | RGS4-Gao reg
CCC12CCCN3CCc4c(n(c5ccccc45)C(O)(C(=O)OC)C1)C32 (centres undefined) | ? | 109 | 114
CN=C(N)NC(=O)Nc1c(C)cccc1C | ? | 101 | 104
C/C=C(/C)C(=O)O[C@@H]1c2cc3c(c4c2[C@@]2(CO4)C(=O)C(OC)=C(OC)C=C2C[C@@H](C)[C@H]1C)OCO3 | ? | 100 | 100
COc1cc2c(c(OC)c1OC)-c1c(cc(OC)c(OC)c1OC)C[C@H](C)[C@H](C)C2 | ? | 92 | 90
C[C@H]1c2cccc(O)c2C(O)=C2C(=O)[C@]3(O)C(O)=C(C(N)=O)C(=O)[C@@H](N(C)C)[C@@H]3[C@@H](O)[C@@H]21 | ? | 102 | 99

Entries of single compounds, looked up by structure.
`CCC12CCCN3CCc4c(n(c5ccccc45)C(O)(C(=O)OC)C1)C32` (centres undefined) as listed: RGS7-Gao reg: ?; RGS8-Gao reg: 109; RGS4-Gao reg: 114
`CN=C(N)NC(=O)Nc1c(C)cccc1C` as listed: RGS7-Gao reg: ?; RGS8-Gao reg: 101; RGS4-Gao reg: 104
